TLR9-MyD88 block – inhibitors of human TLR9-MyD88 binding; Q9NR96+Q99836; CHO BLA complementation TLR9-MyD88, CCF4 FRET ratio; inhibition, % at 4.98 µM; 0.21% of 340,000 active;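 active = inhibition above the mean over all tested compounds plus 3 SD, cut at about 21% in these data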;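 also: 0% = DMSO only wells and 100% = clavulanate BLA inhibitor control wells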
ABHD5-PLIN5 inh – inhibitors of human ABHD5-perilipin-5 interaction; Split G. princeps luciferase complementation, luminescence, 4 h; 0.78% of 360,000 active; inhibition, % at 4 µM; Q00G26+Q8WTS1;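 active = inhibition above the mean inhibition across every tested compound plus 3 SD, cut at about 22% in these data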;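 also: 0% = DMSO only wells and the 100% control is not disclosed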
Target sequence (Q00G26 whole entry, looked up): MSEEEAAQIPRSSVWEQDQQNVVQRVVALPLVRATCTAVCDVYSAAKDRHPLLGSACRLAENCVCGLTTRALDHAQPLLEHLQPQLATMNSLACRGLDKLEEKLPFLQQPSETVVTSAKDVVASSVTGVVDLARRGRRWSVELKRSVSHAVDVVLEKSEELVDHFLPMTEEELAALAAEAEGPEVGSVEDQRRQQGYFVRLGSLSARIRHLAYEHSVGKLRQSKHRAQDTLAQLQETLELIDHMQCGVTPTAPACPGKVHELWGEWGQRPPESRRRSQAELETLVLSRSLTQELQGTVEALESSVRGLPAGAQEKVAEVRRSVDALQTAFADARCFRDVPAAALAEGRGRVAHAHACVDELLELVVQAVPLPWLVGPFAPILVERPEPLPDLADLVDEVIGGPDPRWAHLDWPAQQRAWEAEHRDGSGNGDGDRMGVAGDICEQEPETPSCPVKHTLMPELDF
Target sequence (Q8WTS1 whole entry, looked up): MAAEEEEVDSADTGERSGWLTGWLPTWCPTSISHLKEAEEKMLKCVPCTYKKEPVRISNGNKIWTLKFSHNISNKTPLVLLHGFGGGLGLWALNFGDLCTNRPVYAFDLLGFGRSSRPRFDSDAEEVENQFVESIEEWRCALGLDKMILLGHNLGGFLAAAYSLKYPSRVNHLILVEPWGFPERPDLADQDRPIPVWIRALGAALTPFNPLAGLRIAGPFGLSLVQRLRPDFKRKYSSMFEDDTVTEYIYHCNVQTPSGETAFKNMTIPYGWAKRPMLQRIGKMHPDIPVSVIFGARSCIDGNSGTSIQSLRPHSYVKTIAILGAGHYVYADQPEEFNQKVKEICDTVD
LRH-1 inv ag – suppresses constitutive activity of human LRH-1; O00482; 0.13% of 360,000 active; inhibition, % at 3.6 µM; HEK293T StAR-luciferase reporter, LRH-1 transfected, 24 h;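 active = inhibition above the mean inhibition of all tested compounds plus 3 SD, cut at about 73% in these data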;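 also: 0% = DMSO wells and 100% = reporter-only cells lacking LRH-1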
Exocytosis inh – lytic granule exocytosis inhibition. TALL-104 LAMP-1 surface exposure, flow cytometry; cells stimulated with thapsigargin and PMA. inhibition, % at 10 µM. 0.66% of 360,000 active. AID 651702;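 active = inhibition above about 55%, limit read from the data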
TWEAK-Fn14 inh – TWEAK-Fn14 signaling inhibition. AID 1159606. inhibition, % at 10 µM. TWEAK-stimulated Fn14 reporter cells, luciferase luminescence, 8 h. 2% of 360,000 active; in the data active = inhibition above about 50%
NCOA2 inhibitor – human SRC2 (NCOA2) inhibition | Q15596 | HEK293 GAL4-SRC2 luciferase reporter, luminescence | inhibition, % at 9 µM | 0.17% of 370,000 active;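 active = inhibition above the mean inhibition of all tested compounds plus 3 SD, set per campaign, cut at about 52% in these data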;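 also: 0% = DMSO treated cells and 100% = cells given Gossypol at 36 µM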
NR2F2 inh – blocks human COUP-TFII nuclear receptor; HEK293T NGFI-A luciferase reporter, luminescence; inhibition, % at 8.6 µM; 0.7% of 370,000 active;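 active = inhibition above a per-plate cutoff, mean inhibition of test wells between control levels plus 3 SD, cut at about 38% in these data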;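 also: cells cotransfected with COUP-TFII expression vector driving the NGFI-A reporter; 0% = median of COUP-TF2 test wells and 100% = reporter-only cells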
NCOA1 inh – inhibitors of human steroid receptor coactivator 1 (SRC1); inhibition, % at 3.6 µM; 0.12% of 360,000 active; HEK293 GAL4-SRC1 luciferase reporter, luminescence; AID 588354;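 active = inhibition above the campaign mean plus 3 SD, with each screening campaign given its own cutoff, cut at about 60% in these data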;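 also: 0% = DMSO treated cells and 100% = gossypol at 36 µM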
SRC3 inh – inhibits human SRC3 coactivator. Q9Y6Q9. HEK293 GAL4-SRC3 luciferase reporter, luminescence. inhibition, % at 3.6 µM. 0.17% of 360,000 active. AID 588352;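 active = inhibition above a per-campaign cutoff, the mean of all compounds plus 3 SD, cut at about 60% in these data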;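 also: 0% = DMSO-treated cells and 100% = gossypol-treated cells at 36 µM; higher means less SRC3-driven luciferase light from the GAL4 reporter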
NOD2 RIPK2 PPI – NOD2-RIPK2 protein interaction inhibition | CHO BLA complementation NOD2-RIPK2, CCF4 ratio | AID 624267 | O43353 | 0.38% of 360,000 active | inhibition, % at 4.98 µM; in the data active = inhibition above about 21%;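 also: 0% = vehicle only and 100% = reference blocker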
TROY NFkB inh – inhibitors of TROY-dependent NF-kB signaling. Q293 LMP1-TROYcd NF-kB luciferase reporter, 4 h. inhibition, % at 10 µM. 0.98% of 360,000 active;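 active = compounds whose plate-normalised and pattern-corrected inhibition of the luciferase reporter signal at the single screening dose is 50% or more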
Starred values were filed as active, the others as inactive; · = not tested or not shown. Only part of the results is shown. The share of hits here may be higher or lower than overall.

SMILES | TLR9-MyD88 block | ABHD5-PLIN5 inh | LRH-1 inv ag | Exocytosis inh | TWEAK-Fn14 inh | NCOA2 inhibitor | NR2F2 inh | NCOA1 inh | SRC3 inh | NOD2 RIPK2 PPI | TROY NFkB inh
COc1ccc(Nc2nc(N)nc(CCl)n2)cc1 | -3 | -1 | 1 | 57* | 3 | 22 | -34 | -32 | -13 | -15 | -23
COc1c(Cl)cc(Cl)cc1C(=O)Nc1ccc(CN2CCOCC2)cc1 | 7 | 8 | -3 | 10 | 7 | 10 | 9 | -4 | 6 | -1 | 21
CCOc1ccc(OCCOc2ccc(/C=C/C(=O)O)cc2OCC)cc1 | 4 | 9 | 9 | 1 | 2 | -21 | 6 | 13 | -2 | -2 | -16
Cn1c(=O)c(=O)n(C)c2cc(N3CCCCC3)c(NS(=O)(=O)c3ccc(Br)cc3)cc21 | 1 | 3 | 12 | -1 | -5 | -3 | 4 | -8 | -15 | -5 | 8
COc1ccc(CC(=O)O/N=C(\N)Cc2ccc([N+](=O)[O-])cc2)cc1 | 1 | -4 | 1 | 0 | 7 | 1 | 4 | -15 | 13 | -5 | -6
CC1CCCCC1NC(=O)c1ccc2c(c1)OCCO2 (stereo unspecified) | -6 | 5 | -24 | -5 | -1 | -27 | -9 | -51 | -29 | -8 | -12
O=C(C1CCCCC1)N1CCCc2ccccc21 | -1 | 1 | -16 | -1 | 35 | -2 | -10 | -14 | 2 | -1 | 16
COC(=O)COc1ccc(C2Nc3c(Cl)ccc(C(=O)O)c3C3C=CCC32)cc1 (stereo unspecified) | 0 | 23* | 0 | 3 | -5 | 4 | 19 | 0 | 3 | 6 | -2
Cc1ccc(S(=O)(=O)NC(=NC2CCCCC2)c2ccc(Cl)cc2)cc1 | -1 | -6 | 5 | 38 | 2 | · | · | -5 | 0 | -3 | 3
NC(=O)C1CCN(c2nc(-c3ccccc3N)cs2)CC1 | 13 | -4 | -5 | -8 | -14 | -9 | -4 | -21 | 5 | 15 | -11
O=C(CCc1ccccc1)NC(NC(=S)Nc1ccc(Cl)cc1)C(Cl)(Cl)Cl (stereo unspecified) | 0 | -5 | 2 | 2 | -6 | -4 | -7 | 5 | 14 | 8 | -4
COc1ccc(C(=O)N/N=C/c2ccc3cccc(O)c3n2)cc1 | 1 | 2 | -15 | -1 | -4 | -5 | -3 | 10 | 27 | 3 | -20
NC(=O)c1ccsc1NC(=O)CSc1ncnc2sccc12 | -5 | 3 | 0 | 1 | 11 | -17 | 9 | 2 | -22 | -4 | -7
Cc1ccccc1N(CC(=O)Nc1ccc(S(=O)(=O)N2CCOCC2)cc1)S(C)(=O)=O | -5 | 3 | 0 | -3 | 6 | -13 | -15 | -6 | 0 | 2 | 13
COc1ccc(CCNC(=O)CN2CCN(Cc3ccccc3F)C2=O)cc1OC | 1 | 0 | -5 | -1 | -1 | 4 | 2 | -7 | 5 | -3 | -3
Cc1cc(=O)n2[nH]c(SCc3ccccc3)nc2n1 | -3 | 1 | -9 | 3 | 3 | -5 | -22 | -4 | -39 | 3 | -8
C/C(=N\Nc1ccc(S(N)(=O)=O)cc1[N+](=O)[O-])c1ccc2c(c1)OCO2 | 1 | -1 | 8 | 0 | -10 | -9 | -18 | -12 | 1 | 3 | 17
COc1ccc(Cl)cc1NC(=O)CN(C)C(=O)CN1C(=O)NC(C)(c2ccc3ccccc3c2)C1=O (stereo unspecified) | -7 | 6 | -9 | 5 | 7 | 0 | 4 | -7 | 6 | -4 | 8
CC(CC(=O)NCc1ccc(F)cc1)c1ccccc1 (stereo unspecified) | 1 | -1 | -39 | 1 | 9 | 6 | -24 | -4 | -3 | -9 | 3
COc1ccc(/C=C(/C#N)S(=O)(=O)c2ccc(C)cc2)cc1 | 2 | 4 | 16 | 0 | 19 | -16 | 1 | -24 | -8 | 3 | 4
Fc1ccc(Nc2nnc(C(F)(F)F)s2)cc1Cl | -4 | -2 | -10 | -22 | 38 | -30 | 6 | -2 | 31 | 6 | 50
O=[N+]([O-])c1ccccc1S(=O)(=O)N/C(=N/S(=O)(=O)c1ccccc1)c1ccccc1 | -8 | 6 | 12 | 1 | -2 | 29 | 0 | -1 | -6 | -6 | -9
O=c1oc(C2(O)CCCCC2)cc2ccc(Br)cc12 | -8 | 2 | 1 | 5 | -12 | 18 | 4 | -2 | 9 | -12 | -15
CC(=O)C1=C(C)NC(SCC(N)=O)=C(C#N)C1c1cccnc1 (stereo unspecified) | -5 | -10 | 5 | -1 | 10 | 3 | 2 | 2 | -1 | -4 | 4
O=C(Nc1ccccc1Cl)c1ccccc1Cc1ccccc1 | 1 | -1 | -2 | -2 | -12 | -10 | -8 | 9 | 12 | 5 | -5
SMILES | TLR9-MyD88 block | ABHD5-PLIN5 inh | LRH-1 inv ag | Exocytosis inh | TWEAK-Fn14 inh | NCOA2 inhibitor | NR2F2 inh | NCOA1 inh | SRC3 inh | NOD2 RIPK2 PPI | TROY NFkB inh
Cc1ccc(C(=O)Nc2nnc(-c3ccco3)o2)cc1 | 2 | 17 | -85 | -1 | 24 | -67 | -35 | -56 | -51 | -16 | -48
NCCc1nnc(SCC(=O)c2ccc(Cl)cc2)o1 | -9 | -5 | -7 | 0 | -5 | -9 | -6 | -6 | -4 | 0 | -11
CCOC(=O)c1ccc(NS(=O)(=O)c2ccc(SC)cc2)cc1 | -3 | -6 | 0 | -1 | 3 | -30 | 10 | -3 | -9 | 1 | 12
COc1cc2oc(=O)cc(-c3ccc(-c4ccc(C#N)cc4)cc3)c2c(OC)c1OC | 1 | 0 | -4 | -5 | 32 | 11 | 1 | 10 | 13 | -2 | 27
O=C(CSc1nnc(-c2ccccc2)o1)N1CCCC1 | -2 | -1 | -9 | 11 | -7 | 2 | -9 | -36 | -41 | -1 | -48
CCCCn1c(N)c(N(CCOC)C(=O)C2CCCN(C(=O)c3ccc(Cl)cc3)C2)c(=O)[nH]c1=O (stereo unspecified) | -6 | 4 | 1 | 1 | 8 | 25 | 10 | -9 | -5 | -14 | -4
CCN1CCN(S(=O)(=O)Cc2ccccc2)CC1 | -1 | -2 | 0 | -2 | 0 | -4 | 3 | -12 | 5 | -2 | 1
CCOc1ccc(Br)cc1S(=O)(=O)Nc1ccc(NC(=O)c2ccccc2F)cc1 | 12 | 5 | -10 | 3 | 23 | -18 | 15 | -32 | 25 | -3 | 18
COc1cccc(CN2CCc3[nH]c(=S)[nH]c(=O)c3C2)c1 | 8 | -1 | 17 | -7 | 0 | -27 | -23 | -7 | -8 | -1 | 7
Cc1cc(-c2nnc(SCC(=O)Nc3cccc(C)c3C)n2N)n[nH]1 | -13 | -4 | 47 | 0 | -6 | 25 | 5 | -3 | 2 | 7 | 4
CCOC(=O)COc1ccc2c(c1)C(=O)CC1(CCCCC1)O2 | 2 | 5 | 6 | -1 | -6 | -15 | -1 | 16 | 25 | -7 | -9
CCCc1cc(C(=O)Nc2cccc(C(C)=O)c2)no1 | 3 | 0 | -33 | -2 | -29 | -41 | -28 | -24 | -36 | 11 | -75
Cc1cc(C)n2nc(SCC(=O)NCc3ccco3)nc2n1 | -10 | -7 | -3 | -1 | 8 | -11 | -7 | 5 | 16 | -3 | -6
Cc1ccc(/C=N/NC(=O)CCCOc2ccc(Cl)cc2Cl)cc1[N+](=O)[O-] | 4 | 1 | -4 | 4 | 24 | -30 | 1 | -6 | 5 | -4 | ·
CCOC(=O)c1ccc(S(=O)(=O)N2CCC(C(=O)NCC3CCCCC3)CC2)cc1 | 13 | 0 | 17 | -4 | -3 | 4 | 23 | -8 | 20 | -2 | -4
O=C(Nc1ccccc1)C(=O)c1c[nH]c2ccccc12 | 2 | -6 | -132 | 17 | 37 | -43 | -48 | -125 | -107 | 2 | -19
CCOc1cc(Br)c(C(=O)O)cc1OC | 1 | 6 | 7 | 0 | -2 | -2 | 3 | 12 | 0 | -18 | 13
Cc1cc(NC(=O)CSc2nc(C(C)C)nc3c2c(=O)n(C)c(=O)n3C)no1 | -1 | 5 | 8 | -1 | 10 | -29 | 8 | 3 | 10 | 1 | 12
CCOC(=O)/C(C#N)=C/c1cn(CCC(=O)O)nc1-c1ccc(Cl)cc1 | 7 | 1 | -8 | -1 | -1 | -2 | 11 | -34 | 17 | 0 | 4
O=C(CC1SC(=O)N(Cc2ccc(Cl)cc2)C1=O)Nc1nccs1 (stereo unspecified) | 5 | 4 | 17 | 6 | 11 | -5 | -1 | 2 | 22 | -1 | 18
N#CC1(Nc2ccc(C(=O)O)cc2)CCCC1 | -3 | -3 | 0 | -4 | 5 | -20 | -1 | -11 | 7 | -5 | 3
CC(C)CCNC(=O)Cc1csc(-c2ccccc2)n1 | 1 | -2 | -20 | 0 | -2 | 13 | 7 | -12 | -14 | -9 | 1
COc1cc(C(=O)NC(CCSC)C(=O)Nc2ccc(N3CCOCC3)cc2)cc(OC)c1OC (stereo unspecified) | -12 | 3 | 12 | 0 | -13 | -17 | 13 | 8 | 5 | -13 | -4
CCOC1=C2[C@@H](CN(S(=O)(=O)c3ccc(C)cc3)[C@H]2c2cccc3ccccc23)[C@H]2C(=O)N(Cc3ccccc3)C(=O)[C@H]2C1 | · | 5 | 13 | -1 | 18 | -7 | 6 | -7 | 20 | -7 | 6
COCCN(C(=O)COC(=O)c1ccc(-c2ccccc2)cc1)c1c(N)n(Cc2ccccc2)c(=O)[nH]c1=O | 9 | -5 | -6 | 1 | -6 | -6 | -1 | -3 | -4 | 0 | 4
SMILES | TLR9-MyD88 block | ABHD5-PLIN5 inh | LRH-1 inv ag | Exocytosis inh | TWEAK-Fn14 inh | NCOA2 inhibitor | NR2F2 inh | NCOA1 inh | SRC3 inh | NOD2 RIPK2 PPI | TROY NFkB inh
Cc1cccc(N2C(=O)C3C4CC(=O)C(c5ccccc54)C3C2=O)c1C (stereo unspecified) | 8 | 5 | 18 | 0 | 8 | -13 | -4 | 6 | 13 | 2 | 3
CC(C)(C)OC(=O)NCCCC[C@H](NC(=O)c1nc[nH]c1C(=O)N1CCc2ccccc2C1)C(=O)OC(C)(C)C | -1 | -4 | -9 | -6 | -9 | -33 | -2 | -1 | 10 | 7 | 3
CCOC(=O)C(C)Sc1nnc(NC(=O)c2ccc(C)c([N+](=O)[O-])c2)s1 (stereo unspecified) | 5 | -5 | -12 | -4 | -4 | -8 | 9 | -15 | 14 | -2 | 1
COc1ccc(-c2noc(-c3cccc(Cl)c3)n2)cc1OC | -4 | 1 | -11 | 4 | -74 | -16 | -15 | -24 | 7 | -13 | -31
O=C(Nc1nccs1)c1sc2ccccc2c1Cl | -3 | 7 | -117 | -5 | 67* | -6 | -28 | -95 | -114 | -5 | 0
CCN(CCCNC(=O)C1CCC(=O)N1Cc1ccccc1Cl)c1cccc(C)c1 (stereo unspecified) | -4 | 0 | 14 | -4 | -2 | 2 | 13 | -6 | -4 | 0 | 14

Screening results from PubChem BioAssay.
